Bioassay records as filed in PubChem BioAssay.
CRFR2-BP antag = blocks CRF-induced signaling of the CRF-BP/CRF-R2 complex. HEK293 CRF-R2/CRF-BP, CRF-induced calcium fluorescence. inhibition, % at 11.8 µM. 0.59% of 350,000 active;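 active = inhibition of the ligand-induced calcium signal above about 50% at the single tested concentration, limit read from the data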
GalR3 antagonist = human GalR3 antagonism; O60755; HEK293 GalR3-CNG cAMP membrane potential fluorescence; galR3 body fused to GalR1 C-terminus; inhibition, % at 3 µM; 0.44% of 360,000 active; AID 651719;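 active = inhibition above the screen-wide average plus 3 SD, cut at about 13% in these data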;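 note: forskolin and galanin both at EC90 stimulate the cells; cAMP rise reported by CNG channel membrane potential dye signal; 0% = forskolin plus galanin with DMSO and 100% = forskolin alone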
CRFBP-R2 agonist = CRF-BP/CRF-R2 complex agonism; HEK293 CRF-R2/CRF-BP, calcium dye fluorescence (FLIPR); percent of saturating CRF peptide response; activation, % at 13.2 µM; 0.46% of 350,000 active; AID 588473;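 active = activation of at least 50%, plus an integration ratio under a set limit after plate pattern correction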;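 note: plate controls were neutral control wells without compound for no effect and CRF at EC100 for full effect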
PHOSPHO1 inh = PHOSPHO1 (human) inhibition. recombinant PHOSPHO1, absorbance phosphatase assay. Q8TCT1. 1.1% of 290,000 active. inhibition, % at 13.3 µM. AID 1565; in the data active = inhibition above about 60%
IDE inh = cellular human IDE inhibition | P14735 | HEK cells, FAbetaB cleavage, fluorescence polarization | inhibition, % at 5.59 µM | 0.41% of 320,000 active | AID 434962;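 active = percent inhibition above the average of all tested compounds plus 3 SD, set per screening campaign, cut at about 16% in these data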;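 note: IDE supplied by intact live HEK cells; FP after avidin binding of uncleaved biotin substrate so inhibition keeps polarization high; 0% = DMSO wells and 100% = 60 µM reference IDE inhibitor Ii1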
Target sequence (P14735 whole entry, looked up): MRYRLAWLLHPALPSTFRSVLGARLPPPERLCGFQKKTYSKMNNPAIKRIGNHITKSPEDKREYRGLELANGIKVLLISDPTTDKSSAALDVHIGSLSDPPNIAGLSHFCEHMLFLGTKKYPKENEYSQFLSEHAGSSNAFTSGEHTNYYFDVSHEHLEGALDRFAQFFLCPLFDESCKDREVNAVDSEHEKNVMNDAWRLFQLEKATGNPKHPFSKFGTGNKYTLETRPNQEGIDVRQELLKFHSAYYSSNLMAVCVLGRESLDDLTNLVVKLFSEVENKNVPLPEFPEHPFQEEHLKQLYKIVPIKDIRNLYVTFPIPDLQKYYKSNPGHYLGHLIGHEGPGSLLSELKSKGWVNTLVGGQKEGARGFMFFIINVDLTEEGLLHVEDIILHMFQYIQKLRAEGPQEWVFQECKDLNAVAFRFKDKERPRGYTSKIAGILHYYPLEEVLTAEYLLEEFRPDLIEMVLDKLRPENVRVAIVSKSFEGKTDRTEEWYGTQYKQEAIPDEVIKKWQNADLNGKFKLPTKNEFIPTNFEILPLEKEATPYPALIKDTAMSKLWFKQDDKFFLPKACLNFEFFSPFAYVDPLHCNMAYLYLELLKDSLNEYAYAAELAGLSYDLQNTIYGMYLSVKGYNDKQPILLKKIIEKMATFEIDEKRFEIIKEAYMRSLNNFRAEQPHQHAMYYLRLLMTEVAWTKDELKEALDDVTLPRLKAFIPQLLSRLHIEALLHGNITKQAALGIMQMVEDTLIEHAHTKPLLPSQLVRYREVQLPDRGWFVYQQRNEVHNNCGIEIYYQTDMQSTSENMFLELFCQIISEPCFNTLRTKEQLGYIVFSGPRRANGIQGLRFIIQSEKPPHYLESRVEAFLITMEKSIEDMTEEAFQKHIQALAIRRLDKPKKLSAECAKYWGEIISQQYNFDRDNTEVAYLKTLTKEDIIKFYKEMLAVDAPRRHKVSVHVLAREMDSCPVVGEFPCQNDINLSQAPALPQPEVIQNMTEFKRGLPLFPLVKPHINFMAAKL
pCIP destab = lowers stability of the mouse p/CIP coactivator protein; 0.01% of 290,000 active; F442A p/CIP-EGFP cells, EGFP fluorescence, 16 h; decrease of EGFP signal, % at 10 µM;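 active = EGFP signal decrease of at least 30% at 10 µM or well 3 SD below plate mean, unless failing retest; inactive = the rest, including hits failing retest or dose response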; note: some compounds called inactive have numbers as strong as hits; many of its hits are not listed in these tables
M4 PAM = potentiates acetylcholine response at human M4 receptor. CHO-K1 hM4/Gqi5, Fluo-8 calcium fluorescence, ACh EC20; 0% = ACh EC20, 100% = maximal ACh. 0.4% of 360,000 active. activation, % at 3 µM. AID 624126. P08173;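 active = activation above its plate's cutoff, the mean activation of sample wells plus 3 SD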; note: some results filed as inactive read as strong as hits
MEKK3 PB1 HTS = raises or lowers MEK5 binding to the human MEKK3 PB1 domain | bead-based flow cytometry, Alexa488-MEK5 binding to MEKK3; actives lie on both sides; 0 = blocked by unlabeled MEK5, 100 = vehicle | binding response (% of control), % at 10 µM | 1.4% of 290,000 active | AID 1529;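 active = binding response more than 3 SD above or below the average of its plate-row segment, actives on both sides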;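 note: Alexa488 bead fluorescence after subtracting the streptavidin-only scavenger bead signal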
IDE act = IDE (human) activation, cell-based; HEK cells, FAbeta-B cleavage, fluorescence polarization; 0% vehicle, 100% cell-free pure enzyme wells; AID 493087; 0.073% of 340,000 active; activation, % at 5.96 µM; P14735;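 active = activation above the mean of all tested compounds plus 3 SD, set per screening campaign, cut at about 17% in these data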
* hit, by the source's call; nt = no result given; [ ] = another dose, or the depositor's remark.

SMILES	CRFR2-BP antag	GalR3 antagonist	CRFBP-R2 agonist	PHOSPHO1 inh	IDE inh	pCIP destab	M4 PAM	MEKK3 PB1 HTS	IDE act
CCn1c(=O)c2cc(S(=O)(=O)NC3CCCCC3)ccc2n(CC)c1=O	-16.7	3.9	0.7	7.0	12.8	-5.0	1.0	106.0	-19.4
COc1cccc(C(=O)NC23CC4CC(CC(C4)C2)C3)c1	-12.4	-9.5	-1.9	8.3	0.6	5.1	5.5	107.0	-4.2
CCN(CC)C(=O)C1(P(=O)(c2ccccc2)c2ccccc2)CCC1	-0.8	-4.9	1.3	36.4	-5.8	-12.3	-3.6	101.0	nt
CCC/C=C1/CCCOC(C(=O)NCCNCCO)(C(F)(F)F)C1 (stereo unspecified)	-1.1	1.3	0.7	nt	1.2	nt	7.9	71.0*[inhibitor]	-0.7
O=S(=O)(c1ccc(SCCOc2ccc(F)cc2)nc1)N1CCCC1	1.4	-3.0	4.4	nt	3.3	nt	1.0	nt	6.7
COc1ccc(-c2n[nH]nc2C2=CC(=O)CC(C)(C)C2)cc1	26.4	-0.2	-2.2	nt	nt	nt	6.9	nt	nt
CC(C)(C)OC(=O)C[C@H]1C/C=C\C[C@@H](CC(=O)N[C@@H](CO)Cc2ccccc2)C(=O)NC[C@H](c2ccccc2)OC1=O	10.6	-5.2	-1.1	nt	5.0	nt	3.0	nt	-7.8
O=C(Nc1nccs1)c1ccc(COc2ccccc2Cl)o1	-9.9	-2.9	1.0	-15.4	8.9	2.7	-1.6	102.0	-1.0
Cc1cccc(N(CC(=O)N2CCN(c3ccc(F)cc3)CC2)S(C)(=O)=O)c1C	-6.0	0.1	1.7	-0.8	-0.8	-3.9	-5.2	100.0	nt
Cn1cnc(S(=O)(=O)NCc2ccccc2)c1	8.6	3.6	-2.1	-2.6	2.1	0.9	-2.7	99.0	-1.9
Cc1ccc2nc(NC(=O)COC(=O)c3ccccn3)sc2c1	4.7	-4.3	-0.2	-28.8	-4.3	12.8	-10.3	109.0	-1.2
CCOc1ccc(NC(=O)Cn2nnc(-c3ccccc3NC(=O)c3cccs3)n2)cc1	8.1	-4.9	2.6	29.3	4.1	-15.0	12.2	102.0	4.5
Cc1cc(=O)oc2cc(OCC(=O)NCCc3ccccc3)ccc12	11.9	-8.3	-2.0	-22.4	9.3	-6.8	-7.8	100.0	5.5
Cc1ccnc(NC(=O)CCCOc2ccccc2)c1	-3.4	-4.9	0.9	49.6	1.3	-8.5	0.2	91.0	0.3
COc1cccc(NC(=O)CN(C)C(=O)c2c(C)nn(-c3ccccc3)c2Cl)c1	-13.2	1.7	-0.3	nt	-1.0	nt	8.4	nt	6.3
O=C(NCc1ccc(-c2csnn2)cc1)c1cc(Cl)cc(Cl)c1	-20.8	-0.9	-1.1	3.8	0.9	0.2	-7.5	97.0	-1.2
COc1ccc(C(C(=O)NC2CCCC2)N(Cc2cccnc2)C(=O)c2snc(C(N)=O)c2N)cc1OC (stereo unspecified)	4.8	-0.8	-1.0	44.9	-1.2	-7.8	4.4	100.0	-0.3
COc1ccc(-c2cc(C(F)(F)F)n3nc(C(=O)Nc4c(C)n(C)n(-c5ccccc5)c4=O)cc3n2)cc1	-12.6	-5.6	0.1	-17.0	nt	-15.3	4.6	110.0	4.4
O=C(NCc1ccccn1)c1cccn1-c1ncc(C(F)(F)F)cc1Cl	-0.8	0.7	-1.6	40.8	2.5	3.2	-0.1	100.0	6.1
CC(C)c1ccc(N2CC(C(=O)Nc3nccs3)CC2=O)cc1 (stereo unspecified)	-24.0	-4.2	-0.1	38.2	4.7	4.3	0.1	100.0	-1.9
CC(=O)n1nc(-c2ccncc2)nc1SCC(=O)Nc1cccc(Cl)c1	3.0	-6.7	3.7	35.7	3.3	-12.7	-2.6	105.0	-4.4
CCC(NC(=O)c1ccccc1NC(=O)c1ccco1)C(=O)NNC(=O)c1ccncc1 (stereo unspecified)	3.5	-6.0	0.3	19.7	9.2	-7.4	0.6	94.0	nt
CN(C)c1nc(NCc2ccccc2)nc(SCC(=O)Nc2ccc(Cl)c(Cl)c2)n1	-20.7	-7.4	0.9	1.3	-2.8	-1.6	10.8	110.0	3.6
Cc1ccccc1NC1=CC(=O)CC(C)(C)C1	19.4	-5.0	1.8	8.0	-2.4	-7.9	3.6	80.0	-1.1
CCOc1ccccc1NC(=O)CCc1c(C)nn(-c2ccc(N3CCCCC3)nn2)c1C	13.9	0.6	-2.5	10.6	3.1	-16.3	-9.2	102.0	4.7
O=c1c2cc(NC(=S)NCCCN3CCC(Cc4ccccc4)CC3)ccc2nc2n1CCCCC2	-29.2	-2.1	7.6	12.7	0.9	-1.2	-28.9	107.0	-2.6
COc1ccc(SCCN2CC[C@@H](O)CCC2=O)cc1	-3.2	0.0	1.1	nt	2.1	nt	-1.6	nt	4.5
CCCCOc1cccc(C2/C(=C(/O)c3ccc4c(c3)CC(C)O4)C(=O)C(=O)N2CCN2CCOCC2)c1 (stereo unspecified)	14.9	0.3	-1.6	-31.8	2.1	7.3	1.6	100.0	0.2
O=C(CSc1nnc2ccccn12)NNC(=O)c1ccc(Br)cc1	-1.4	-7.6	2.9	12.7	5.3	0.7	2.1	104.0	1.3
CCOC(=O)c1ccc(NC(=O)CSCCC(=O)O)cc1	16.3	-3.5	9.3	-111.5	3.4	6.4	-5.2	82.0	-9.0
CCOC(=O)CSc1nc2ccccc2c(=O)n1CC1COc2ccccc2O1 (stereo unspecified)	31.5	-4.5	1.0	-2.4	3.1	6.8	5.2	104.0	1.9
CCOc1ccc(NC(=O)CSc2nc3ccccc3c(=O)n2CCCC(=O)NCCCN2CCCC2=O)cc1	-7.1	1.9	-0.5	8.6	5.3	4.6	-6.0	90.0	0.1
CC(=O)Nc1nnc(SCC(=O)N2CCCc3ccccc32)s1	23.3	-3.6	-1.1	35.8	3.3	-4.2	5.5	88.0	5.4
CC(Oc1ccc2c3c(c(=O)oc2c1)CCCC3)C(=O)NCc1ccccn1 (stereo unspecified)	-10.4	2.9	-2.6	42.2	3.0	-0.9	4.6	101.0	0.0
CC(=O)N1CCN=C1SCc1ccc(Br)cc1	13.0	-2.6	0.1	10.1	0.9	4.3	0.6	103.0	4.8
Cc1cc(C)nc(Nc2ccc(C)c([N+](=O)[O-])c2)n1	-13.5	-6.0	-0.4	40.7	-1.4	-19.8	-3.6	109.0	-1.2
COCC(=O)Nc1ccc(OC)c(Cl)c1	-9.8	9.5	-0.2	36.8	-5.8	-6.9	6.0	101.0	1.0
Cc1cccc(C)c1NC(=S)Nc1ccccc1C(=O)NCc1ccco1	2.1	0.4	-0.8	-26.9	2.3	-7.1	-4.2	90.0	1.0
Cn1c2ccccc2c2c(C(=O)NCC3CCCO3)cn(C3CCCC3)c(=O)c21 (stereo unspecified)	14.2	nt	-2.3	30.4	-4.5	-5.0	-4.4	97.0	-3.0
O=S(=O)(NCc1cccnc1)c1cccc2cccnc12	-18.3	-4.8	2.2	19.2	-4.6	1.7	9.4	99.0	4.0

3 entries drawn at random from the list so far, as already listed:
SMILES	CRFR2-BP antag	GalR3 antagonist	CRFBP-R2 agonist	PHOSPHO1 inh	IDE inh	pCIP destab	M4 PAM	MEKK3 PB1 HTS	IDE act
CC(=O)n1nc(-c2ccncc2)nc1SCC(=O)Nc1cccc(Cl)c1	3.0	-6.7	3.7	35.7	3.3	-12.7	-2.6	105.0	-4.4
Cc1cccc(C)c1NC(=S)Nc1ccccc1C(=O)NCc1ccco1	2.1	0.4	-0.8	-26.9	2.3	-7.1	-4.2	90.0	1.0
CCC(NC(=O)c1ccccc1NC(=O)c1ccco1)C(=O)NNC(=O)c1ccncc1 (stereo unspecified)	3.5	-6.0	0.3	19.7	9.2	-7.4	0.6	94.0	nt

Following part.
SMILES	CRFR2-BP antag	GalR3 antagonist	CRFBP-R2 agonist	PHOSPHO1 inh	IDE inh	pCIP destab	M4 PAM	MEKK3 PB1 HTS	IDE act
N#CCC(=O)Nc1ccc(C(=O)OCC(=O)NCc2ccc3c(c2)OCO3)cc1	9.3	4.2	-0.8	nt	3.7	nt	-0.1	nt	4.1
CC(NC(=O)NCc1cccnc1)(C(F)(F)F)C(F)(F)F	8.1	-3.7	-3.4	11.6	0.0	-2.1	0.4	101.0	1.4
Cc1cc(NC(=O)CCCN2C(=O)c3cccnc3C2=O)ccc1Br	10.1	-3.9	-4.4	35.9	6.8	-13.1	-2.5	102.0	1.6
CC[C@]12c3[nH]c4ccccc4c3CCN1C(=O)C(CC(=O)NCc1ccco1)C[C@@H]2C(=O)N1CCN(C(=O)C2CC2)CC1 (stereo partly specified)	-15.5	-7.2	4.9	nt	0.4	nt	-0.8	nt	2.8
CCOc1ccc(NC(=O)c2nn(C)c(C(=O)Nc3ccc(OCC)cc3)c2[N+](=O)[O-])cc1	-16.8	-2.4	-0.9	3.1	1.4	1.4	5.9	102.0	0.1
CS(=O)(=O)N1CCN(Cc2ccc([N+](=O)[O-])cc2)CC1	10.5	-4.9	0.7	19.9	-4.8	-4.4	5.0	95.0	3.0
COc1ccc(NS(=O)(=O)c2ccc(-c3coc(C)n3)cc2)c(OC)c1	-7.7	-4.1	2.9	18.3	8.1	-5.2	-7.5	98.0	-2.9
Cc1cccc(C)c1NC(=O)C(NC=O)c1ccccc1 (stereo unspecified)	3.0	2.1	5.1	25.3	-0.9	-17.8	3.8	109.0	0.9
O=C(Nc1nccs1)c1cccc(N2C(=O)C3C4C=CC(C4)C3C2=O)c1 (stereo unspecified)	7.5	0.7	-0.5	17.3	4.4	2.9	-4.0	97.0	-0.9
Cc1ccc(-n2c(SCC(=O)N3CC(=O)Nc4ccccc43)nc3ccccc3c2=O)cc1	-19.3	-2.4	-0.2	-16.4	3.0	-9.5	-1.8	98.0	5.3
CCNC(=S)NNC(=O)CCc1nc2cc(Cl)ccc2n(Cc2ccccc2)c1=O	-8.4	-7.4	-3.8	0.4	4.5	-1.6	-8.4	97.0	7.2
Cc1ccnc2nc(C(=O)OCC(=O)c3ccc(Cl)cc3)nn12	2.0	-4.3	1.4	nt	-3.0	nt	-0.1	nt	1.5
CCn1c(SCC(=O)NCCc2ccccc2)nnc1C(C)C	-22.2	-1.6	1.6	9.1	-6.0	4.1	-10.7	79.0	6.9
CN(CC(=O)N1CCOCC1)S(=O)(=O)c1cc(Cl)ccc1Cl	6.6	-8.5	0.2	34.8	0.8	-4.3	-3.3	101.0	0.9
COc1ccc(N(CC(=O)NC2CCCCC2C)S(=O)(=O)c2c(C)nn(C)c2C)cc1 (stereo unspecified)	-10.1	nt	-2.0	33.4	2.1	-2.9	0.3	96.0	3.3
O=C(Nc1ccc(F)cc1)N1CCc2ccccc2C1	-10.5	-2.8	-1.0	35.3	1.6	-10.6	-0.6	88.0	-2.9
CN(CC(=O)Nc1cccc(F)c1)C(=O)c1ccc2c(c1)OCCO2	6.4	-1.8	1.4	nt	2.0	nt	10.2	nt	0.9
CC(=O)c1ccc(NC(=O)[C@@H]2CCCN2C2=NS(=O)(=O)c3ccccc32)cc1	0.3	-2.3	-0.4	nt	-1.6	nt	16.0	nt	1.4
O=C(Cc1cccc(NC(=O)C2CCN(S(=O)(=O)c3cccc([N+](=O)[O-])c3)CC2)c1)Nc1cccc(C(=O)N2CCCCC2)c1	2.4	0.2	0.4	nt	nt	nt	-2.8	nt	4.4
CC(C)c1nnc(NC(=O)C2CCN(S(=O)(=O)c3ccc(-n4cnnn4)cc3)CC2)s1	0.2	-4.8	0.8	26.7	-4.5	3.8	6.4	101.0	2.1
Cc1ccc(NC(=O)C(C)N=C2NS(=O)(=O)c3ccccc32)cc1 (stereo unspecified)	13.6	-1.6	2.1	21.4	-0.6	-0.4	-6.4	103.0	4.7
